Screening data: PubChem, National Center for Advancing Translational Sciences (NCATS)
TDP1 cell CPT – growth inhibition of DT40 Tdp1-/-;hTDP1 cells with camptothecin (screen for TDP1 inhibitors); AID 686979; hit rate 12% among 420,000; chicken DT40 Tdp1-/-;hTDP1 cells + 20 nM CPT, ATP luminescence, 48 h; Potency, µM (titrated, usually from 46.2 µM), inactives show top-dose activity change, negative = growth inhibition, usual class: inhibitors; also: nearly all actives have a fitted effect of over 55% in size
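Cell growth measured by CellTiter-Glo luminescence after a minimum 48 h, 37 C compound exposure with 20 nM CPT in Tdp1-knockout DT40 cells stably expressing hTDP1, seeded 400/well; qHTS titration format.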
N370S GC mod – inhibits or activates N370S mutant glucocerebrosidase | Potency, µM (doses to about 59.4 µM), for the others: at the top dose activity change, negative = inhibition, usual class: inhibitors | AID 2101 | hit rate 0.092% among 330,000 | P04062 | N370S GC spleen homogenate, 4MU-glucoside fluorescence;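 also: 0% = full enzyme activity and -100% = no enzyme basal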
FEN1 inhibitor – human FEN1 inhibition; Potency, µM (highest dose often 114 µM), without a hit: at the highest dose activity change, negative = inhibition, hits mostly inhibitors; Recombinant FEN1 flap cleavage, fluorescence, 15 min; AID 588795; hit rate 0.35% among 390,000; also: nearly all actives have a fitted effect of over 65% in size
Target sequence (P39748 whole entry, looked up): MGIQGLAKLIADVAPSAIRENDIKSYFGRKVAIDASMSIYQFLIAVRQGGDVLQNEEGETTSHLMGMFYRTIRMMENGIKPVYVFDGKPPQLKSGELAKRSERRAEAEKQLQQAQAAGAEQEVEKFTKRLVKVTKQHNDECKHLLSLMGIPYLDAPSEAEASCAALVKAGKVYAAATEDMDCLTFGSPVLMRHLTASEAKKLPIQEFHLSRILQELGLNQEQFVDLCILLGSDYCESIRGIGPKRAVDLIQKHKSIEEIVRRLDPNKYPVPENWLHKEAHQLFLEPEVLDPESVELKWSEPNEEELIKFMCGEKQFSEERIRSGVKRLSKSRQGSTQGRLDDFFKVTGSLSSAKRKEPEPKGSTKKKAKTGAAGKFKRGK
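Enzyme 10 nM, 15 min RT preincubation with compound; start with substrate 50 nM final; reads at 0 and 15 min; qHTS titration, four-parameter Hill fit.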
The depositor's hits bear a star; u = inconclusive; x = not tested or not shown; & = joins results of further samples; [ ] = dose if it differs, or a comment. Calls follow the shape of the dose curve; as a rule, active = well fitted curve in the direction sought with a large enough effect; inconclusive = small, poorly fitted or top-dose-only effect, or another doubt; inactive = no such curve, though single readings can be large; an effect the other way counts as inactive or inconclusive. Unless noted, % is scaled to controls: 0 for no effect and ±100 for the full control effect; potency is read from the fitted curve at half-maximal effect. Not all compounds are listed; count on the stated rates, not on these rows.

SMILES	TDP1 cell CPT	N370S GC mod	FEN1 inhibitor
COc1cc(C(=O)OCC(=O)N2CCCCC2C)ccc1OCc1c(C)noc1C (configuration not stated)	-8.6%	-11.8%	2.0%
CC(NC(=O)/C(=C/c1cccc([N+](=O)[O-])c1)NC(=O)c1ccco1)C(=O)O (configuration not stated)	-2.7%	-23.4%	-2.2%
COc1ccc(O)c(/C=N/NC(=O)c2c(C)nnn2-c2nonc2N)c1	18.4µM*	-0.5%	u
CCOC(=O)c1c(S(=O)(=O)N2CCCC(C(=O)Nc3ccccn3)C2)c(C)n(C)c1C (configuration not stated)	-12.8%	x	24.8%
CCNC(=O)c1ccccc1-c1nc(-c2ccccc2OC)no1	-22.8%	-6.7%	-4.2%
CN(C)CCOC1(Cc2ccc(F)cc2)CCC(C(C)(C)C)CC1 (configuration not stated)	u	x	-10.8%
CC1CCN(C(=O)c2cccc(NC(=O)c3cccs3)c2)CC1	-9.2%	3.2%	1.5%
COc1cc(C(Nc2ccccn2)c2ccc3ccc(C)nc3c2O)cc(OC)c1O (configuration not stated)	3.66µM*	-6.2%	-19.6%
CCN(CC)CCN1C(=O)C(=O)/C(=C(/O)c2ccc(C)cc2)C1c1cccnc1 (configuration not stated)	4.8%	-29.2%	13.8%
CSc1cccc(NC(=O)CCNC(=O)c2ccco2)c1	17.0%	2.7%	4.5%
Fc1ccc(Cn2nnnc2CN2CCN(C3CCCCC3)CC2)cc1	-11.9%	-0.1%	7.6%
CCc1ccc(C=O)cc1	0.1%	x	-3.8%
Cc1ccccc1S(=O)(=O)N(CC(O)CN1CCCCC1)c1ccccc1 (configuration not stated)	6.9%	-8.3%	-2.6%
CC1CCCCC1NC(=O)Cn1ncc2ccccc21 (configuration not stated)	5.2%	14.8%	17.0%
COc1ccccc1C(=O)Nc1ccccc1N1CCN(C(=O)c2ccc(Cl)cc2)CC1	14.6µM*	20.7%	-0.7%
Cc1ccccc1NC(=O)Cc1nc(COC(=O)c2ccc([N+](=O)[O-])cc2)cs1	1.9%	-5.1%	8.8%
CCCCCCn1c(N2CCCC2)nc2c1c(=O)[nH]c(=O)n2C	-15.2%	5.0%	-2.5%
CCN(CC)S(=O)(=O)c1ccc(OC)c(NC(=O)OCc2ccccc2)c1	-3.2%	7.1%	-8.6%
O=C(N/C(=C/c1ccc(Br)cc1)c1nc2ccccc2[nH]1)c1ccco1	u	2.4%	-8.1%
Nc1nc(-c2cccc(NS(=O)(=O)c3ccccc3)c2)cs1	u	7.3%	-19.1%
CCc1nnc(NCC(=O)N2CCc3ccccc32)s1	u	-3.7%	18.5%
CCCCOCc1cc(CN2CCN(c3cccc(Cl)c3)CC2)c(O)c2ncccc12	16.4µM*	x	2.8%
CC(=O)c1ccc(-c2cccc(-c3cc(=O)oc4ccc(C(C)(C)C)cc34)c2)cc1	u	11.1%	7.1%
O=C(Cn1cnc2c(nnn2-c2cccc(F)c2)c1=O)Nc1ccc2c(c1)OCCO2	-20.9%	-2.4%	-1.4%
CC(=O)N1c2ccc(S(=O)(=O)N3CCC(C(=O)Nc4cccc(Cl)c4)CC3)cc2CC1C (configuration not stated)	2.06µM*	-6.1%	19.2%
SMILES	TDP1 cell CPT	N370S GC mod	FEN1 inhibitor
CCn1c2ccccc2c2cc(NC(=O)CSc3nnc(-c4ccccc4)o3)ccc21	9.2µM*	13.6%	-15.1%
O=C(NCc1ccc2c(c1)OCO2)c1ccc(CSCc2ccc(Cl)cc2)o1	u	8.6%	-3.4%
CCN(C(=O)COC(=O)CSc1ccccc1)c1c(N)n(Cc2ccccc2)c(=O)[nH]c1=O	-21.1%	-0.1%	10.2%
COc1ccccc1CC(=N)N1C[C@@H]2C(=O)CCC(c3ccccc3)(c3ccccc3)[C@@H]2C1	11.9µM*	3.2%	x
COc1ccc(C(=O)CC(=O)C(=O)Nc2cccc(C(C)=O)c2)cc1	4.3%	-6.8%	5.8%
COc1cccc(OC)c1NC(=O)Cn1nc(-c2ccc3c(c2)OCCO3)ccc1=O	-15.4%	-13.5%	1.3%
CC(=O)Nc1ccc(NC(C)=O)s1	3.1%	-11.4%	-2.6%
CC1CCCN(C2=C(NS(=O)(=O)c3ccc(Br)cc3)C(=O)c3ccccc3C2=O)C1 (configuration not stated)	u	1.7%	-9.3%
Cc1cc(C)n(-c2ccc(C(=O)Nc3ccc4c(c3)OCO4)cc2)n1	u	1.9%	1.9%
C[C@@]12C(=O)N(Cc3ccccc3)CC(=O)N1[C@H]1c3cc(Cl)ccc3OC[C@@H]1[C@@H]2c1ccccc1	u	x	-21.3%
CC(=O)Nc1cc(=O)c2cccnc2[nH]1	33.1%[activator]	x	u
NC(CSC1(c2ccccc2)c2ccccc2-c2ccccc21)C(=O)O (configuration not stated)	-18.1%	x	-5.2%
CCc1ccc2c(c1)C(c1ccncc1)=NNC(c1ccccc1)=N2	-24.5%	1.6%	-9.3%
O=C(NN=Cc1cccc([N+](=O)[O-])c1)c1cccc2ccccc12	u	x	-0.4%
Cc1ccc(NC(=O)COC(=O)[C@@H]2CC(O)CN2S(=O)(=O)c2ccc3c(c2)OCCO3)cc1 (some centres not stated)	-15.4%	x	-8.3%
Cc1ccc(NC(=O)CSc2nc3n[nH]c(C)c3c(=N)n2-c2ccccc2C)cc1C	-27.9%	x	7.3%
COc1ccc(N2CCN(C(=S)Nc3cccc(OC)c3)CC2)cc1	13.5%	2.1%	-0.6%
O=C(NC(=S)NCCCN1CCOCC1)c1cccc2ccccc12	3.9%	-2.1%	0.7%
Cc1ccc(NC(=O)c2cc3c([nH]c2=O)CC(c2ccccc2)CC3=O)cc1 (configuration not stated)	u	x	-12.7%
COc1ccc(NC(=O)Nc2ccccc2F)c(C)c1	u	0.1%	5.0%
O=C(CN1CCC(NC(=O)Cc2ccccc2)CC1)Nc1ccccc1Br	u	30.9%	2.7%
C/C=C/C(O)c1ccc2ccccc2c1 (configuration not stated)	x	-4.1%&-7.8%	8.1%
CCCCOc1ccc(C2C(=O)N(C3CCCCC3)CC(=O)N2CCCC)cc1 (configuration not stated)	u	x	-3.3%
Cc1ccc(NC(=O)CCCn2c(=S)[nH]c3ccsc3c2=O)cc1C	-8.8%	-1.9%	-3.6%
Cc1ccc(CNC(=O)C2CCCN2C(=O)Nc2cccc(Cl)c2)cc1 (configuration not stated)	-8.6%	-0.4%	-1.5%

Quoted at random: 2 records from the list.
SMILES	TDP1 cell CPT	N370S GC mod	FEN1 inhibitor
Cc1cc(C)n(-c2ccc(C(=O)Nc3ccc4c(c3)OCO4)cc2)n1	u	1.9%	1.9%
Cc1ccc(CNC(=O)C2CCCN2C(=O)Nc2cccc(Cl)c2)cc1 (configuration not stated)	-8.6%	-0.4%	-1.5%

Continuation.
SMILES	TDP1 cell CPT	N370S GC mod	FEN1 inhibitor
Fc1ccc(/C=N\Nc2cccc(F)c2)cc1	-16.4%	-7.0%	0.4%
C=CCOc1ccc(CC(=O)O)cc1Cl	0.2%	-10.4%&-5.1%	x
Cc1ccccc1NC(=O)Cn1c(=O)n(CCC(=O)N2CCc3ccccc3C2)c(=O)c2ccccc21	16.4µM*	x	-3.0%
Cc1noc(C)c1CSCC(=O)Nc1cc(C(F)(F)F)ccc1N1CCOCC1	-18.8%	x	-13.5%
O=C(Oc1cccc2cccnc12)c1cccs1	0.92µM*	-8.1%	0.2%
NC(=O)c1ccc(C(=O)N/N=C(/Cc2ccccc2)c2ccccc2)cc1	-1.8%	1.6%	-4.4%
COc1cccc(-c2nnn(CCC(=O)O)n2)c1	-6.1%	5.1%	7.5%
O=C(CSc1nnc(COc2ccc(Cl)cc2)o1)N1CCN(c2ccccc2)CC1	u	-21.4%	-11.6%
COC1=NC2=NCCN2C(OC)=N1	-7.0%	x	8.1%
C/C(=N\Nc1ncc(Cl)cc1Cl)c1ccccn1	18.4µM*	-1.1%	-7.4%
O=C(CSc1ncn(-c2ccccc2)n1)N1CCc2ccccc21	-27.5%	15.8%	-4.5%
CC1(C)COC(Cn2c3ccccc3c3ccccc32)O1 (configuration not stated)	u	4.6%	-20.9%
O=C(CN(c1ccc(Cl)c(C(F)(F)F)c1)S(=O)(=O)c1ccccc1)Nc1cccnc1	u	x	u
Cc1ccc(NC(=O)c2sccc2-n2cccc2)c(Cl)c1	-3.9%	6.9%	4.0%
O=C(NC(=O)c1ccccc1)OCCN1C(=O)c2ccccc2C1=O	4.1%	-1.5%	-0.4%
O=[N+]([O-])c1ccc(Nc2ccc(Cl)cc2)nc1	-6.5%	-25.6%	-20.4%
CCN1CCN(c2ncc3c(n2)CCN(Cc2sccc2C)C3)CC1	u	x	6.8%
CCC(=O)N1CCc2cc(S(=O)(=O)CCC(=O)NC(C)CC)ccc21 (configuration not stated)	-6.3%	-3.9%	0.9%
COc1ccc(-c2[nH]ncc2CN(C)CCc2c(C)n[nH]c2C)c(F)c1	0.2%	1.6%	11.0%
COc1ccc(S(=O)(=O)NCc2cc(=O)n(C)c(=O)n2C)cc1C	u	-0.6%	-17.6%
NS(=O)(=O)c1cccc(NC(=O)COC(=O)Cc2ccc(S(=O)(=O)N3CCOCC3)s2)c1	3.0%	x	-3.7%
O=C(O)c1cc(NCc2ccc(F)cc2)ccc1N1CCOCC1	8.8%	1.2%	-1.4%
c1cc2nncn2nc1N1CCCC1	-5.2%	-8.2%	-1.8%
CC(C)NC(=O)Nc1cccc2c1O[C@H](CN(C)S(=O)(=O)c1ccccc1)[C@@H](C)CN([C@H](C)CO)C2=O	-11.1%	x	0.5%
CC(C)CCNC(=O)Cn1c(SCc2cccc(F)c2)nc2ccncc21	2.2%	x	-12.8%

Grouped by structure: those above with a CF3 group.
SMILES	TDP1 cell CPT	N370S GC mod	FEN1 inhibitor
Cc1noc(C)c1CSCC(=O)Nc1cc(C(F)(F)F)ccc1N1CCOCC1	-18.8%	x	-13.5%
O=C(CN(c1ccc(Cl)c(C(F)(F)F)c1)S(=O)(=O)c1ccccc1)Nc1cccnc1	u	x	u

Sorted by number of heavy atoms (ascending): part of the list above.
SMILES	TDP1 cell CPT	N370S GC mod	FEN1 inhibitor
Fc1ccc(/C=N\Nc2cccc(F)c2)cc1	-16.4%	-7.0%	0.4%
C/C(=N\Nc1ncc(Cl)cc1Cl)c1ccccn1	18.4µM*	-1.1%	-7.4%
NC(=O)c1ccc(C(=O)N/N=C(/Cc2ccccc2)c2ccccc2)cc1	-1.8%	1.6%	-4.4%
NS(=O)(=O)c1cccc(NC(=O)COC(=O)Cc2ccc(S(=O)(=O)N3CCOCC3)s2)c1	3.0%	x	-3.7%

More compounds follow.
SMILES	TDP1 cell CPT	N370S GC mod	FEN1 inhibitor
O=C(COC(=O)CCSc1ccc(F)cc1)NCc1ccc(F)cc1	u	x	-2.4%
Cc1cccc(CSc2nc3c(sc4ccccc43)c(=O)n2CCC(=O)NC(C)C)c1	4.61µM*	x	-3.0%
CCOc1ccc(C(=S)N2CCCC2)cc1	-4.7%	-18.4%	-16.9%
COc1ccc(Nc2cc(C(=O)NCCCN3CCOCC3)c3ccccc3n2)c(OC)c1	-3.7%	-13.6%	2.9%
CC1(C)Cc2c(c(N3CCOCC3)nc3snc(NC(=O)c4ccccc4)c23)CO1	-14.4%	21.7%	9.0%
CCOc1ccc(NC(=O)Cn2cc(C(=O)c3ccc(F)cc3)c(=O)c3cc4c(cc32)OCO4)cc1	-27.6%	x	4.5%
Cc1cc(C)n(-c2ccc(C(=O)Nc3ccc(C)c(S(=O)(=O)N4CCOCC4)c3)cc2)n1	u	-10.6%	9.9%
COc1ccccc1NC(=O)C1CCCN1S(=O)(=O)c1ccc(Cl)cc1 (configuration not stated)	u	-9.7%	-5.4%
CC(C)c1ccc(C(=O)NNC(=O)C2CC=CCC2C(=O)O)cc1 (configuration not stated)	u	-19.0%	-16.9%
Cn1/c(=N/NC(=O)c2cccc(OC(F)F)c2)sc2ccccc21	u	1.0%	-1.7%
COc1ccccc1NC(=O)CSc1nnc2ccccn12	0.0%	x	17.4%
COc1ccc(NC(=O)CN(C)C(=O)c2cn(-c3ccccc3)nc2-c2cccs2)cc1	u	-14.1%	-17.7%
COc1ccc(S(=O)(=O)CC(=O)Nc2nnc(C(F)(F)F)s2)cc1	-1.6%	-8.1%	-3.4%
COc1ccc2nc(SCc3ccccc3)nc(C)c2c1	6.3%	25.5%	-7.7%
Cc1cnc(C(=O)OCC(=O)c2ccc(F)c(F)c2)cn1	16.9%	7.5%	-2.6%
O=C(Nc1cccnc1)c1cc(-c2cc(Cl)ccc2O)n[nH]1	-24.8%	-17.8%	-5.1%
OC(Cc1ccc2ccccc2n1)c1c(Cl)cccc1Cl (configuration not stated)	3.7%	x	12.4%
Cc1ccc(-c2nc3ccccc3o2)cc1NC(=S)NC(=O)c1cccs1	-17.6%	-0.5%	-4.9%
Cc1cc(C)n(-c2nc(SCCN(C)C)c3c4c(sc3n2)COC(C)(C)C4)n1	22.4µM*	u	-17.6%
COCCNC(=O)c1ccc2ccccc2n1	-1.8%	-11.7%	-2.7%
Cc1ccc2oc(=O)c(S(=O)(=O)c3ccc(F)cc3)cc2c1	-3.5%	x	4.2%
CCc1ccccc1N(CC(=O)NC(C)(C)C)C(=O)CCC(=O)Nc1ccccn1	-6.2%	-3.4%	-0.7%
COc1ccc(-c2nnn(CC(=O)NCc3cccs3)n2)cc1OC	u	1.2%	2.9%
